MCF10A rereplic = DNA re-replication induction in MCF 10a cells; Potency, µM (series often up to 46.1 µM), for inactives: at the top dose activity, positive = re-replication, usual class: activators; AID 624296; 2.9% of 350,000 active; MCF 10A DNA re-replication, Hoechst nuclear intensity, 48 h; note: potency is the fitted concentration of half-maximal effect; % of control where 0% means no effect; nearly all actives have a fitted effect of over 50% in size
DRD3 agonist = agonists of human D3 dopamine receptor. P35462. D3R DiscoveRx beta-arrestin cells, luminescence, 90 min. max activation, %. 0.58% of 410,000 active; in the data active = max activation above about 30%; note: 0% is about no effect; mostly tested at two doses, the higher about 12 µM
Target sequence (P35462 whole entry, looked up): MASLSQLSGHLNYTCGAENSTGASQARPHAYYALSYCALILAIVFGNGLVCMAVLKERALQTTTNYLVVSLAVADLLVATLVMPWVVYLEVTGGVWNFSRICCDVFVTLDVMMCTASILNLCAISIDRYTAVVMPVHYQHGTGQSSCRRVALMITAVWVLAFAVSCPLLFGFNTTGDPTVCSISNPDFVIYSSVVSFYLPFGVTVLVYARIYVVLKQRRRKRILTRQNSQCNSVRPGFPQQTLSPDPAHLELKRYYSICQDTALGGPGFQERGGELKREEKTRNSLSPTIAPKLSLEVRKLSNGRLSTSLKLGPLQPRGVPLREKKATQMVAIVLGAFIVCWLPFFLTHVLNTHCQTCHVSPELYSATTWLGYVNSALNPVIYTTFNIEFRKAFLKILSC
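Agonist mode: compounds and dopamine controls were applied to plated cells for 90 min at 37 degrees C after an overnight attachment at 1500 cells/well. Luminescent read-out followed 30 - 60 minutes at room temperature with DiscoveRx detection reagent.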
SW480 rerep = induces DNA re-replication in SW480 colon adenocarcinoma cells; SW480 DNA re-replication, Hoechst DNA content imaging, 48 h; Potency, µM (series often up to 46.1 µM), for the others: at the highest dose re-replication activation, actives largely listed as activators; 1.8% of 340,000 active; AID 624297; note: potency is the fitted concentration of half-maximal effect; % of control where 0% means no effect; nearly all actives have a fitted effect of over 55% in size
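Treated cells incubate 48 hr (37 C, 5% CO2), are stained 40 min with Hoechst, and nuclear fluorescence is enumerated; a rise in nuclei with high DNA signal marks re-replication.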
* = called active by the depositor; u = inconclusive; x = not tested or not shown; & = joins results of further samples; [ ] = remark or other dose. Unless noted, calls come from the whole dose curve; as a rule, active = well fitted activation curve with a large enough effect; inconclusive = small, poorly fitted or top-dose-only effect; inactive = no such curve, though single readings can be large or run the other way. The list is partial, so the mix of outcomes need not match the whole.

nr | smiles | SW480 rerep | MCF10A rereplic | DRD3 agonist
1 | NC(=O)Cc1cccc(C(=O)c2ccccc2)c1N | x | x | 4
2 | CC(C)(O/N=C(\C(=O)N[C@@H]1C(=O)N2C(C(=O)[O-])=C(C[n+]3ccccc3)CS[C@H]12)c1csc(N)n1)C(=O)O | x | x | 4
3 | CC(C)(CO)[C@@H](O)C(=O)NCCCC(=O)O | x | x | 10
4 | C[C@H](/C=C/[C@H](C)C(C)(C)O)[C@H]1CC[C@H]2/C(=C/C=C3C[C@@H](O)C[C@H](O)C3)CCC[C@]12C | x | x | 7
5 | CO[C@@H]1[C@H](OC(=O)/C=C/C=C/C=C/C=C/C(=O)O)CC[C@]2(CO2)[C@H]1[C@@]1(C)O[C@@H]1CC=C(C)C | x | x | -15
6 | C[C@H](CSC(=O)c1ccccc1)C(=O)N1C[C@@H](Sc2ccccc2)C[C@H]1C(=O)O | x | x | 2
7 | CC1(C)O[C@@H]2[C@@H](CO[C@@]3(COS(N)(=O)=O)OC(C)(C)O[C@@H]23)O1 | x | x | 5
8 | CCCCS(=O)(=O)N[C@@H](Cc1ccc(OCCCCC2CCNCC2)cc1)C(=O)O | x | x | 0

Of the compounds above, 2 have two or more sulfur atoms.
nr | smiles | SW480 rerep | MCF10A rereplic | DRD3 agonist
2 | CC(C)(O/N=C(\C(=O)N[C@@H]1C(=O)N2C(C(=O)[O-])=C(C[n+]3ccccc3)CS[C@H]12)c1csc(N)n1)C(=O)O | x | x | 4
6 | C[C@H](CSC(=O)c1ccccc1)C(=O)N1C[C@@H](Sc2ccccc2)C[C@H]1C(=O)O | x | x | 2

(list continues)
nr | smiles | SW480 rerep | MCF10A rereplic | DRD3 agonist
9 | Cc1c(C)c2c(c(C)c1OC(=O)CCC(=O)OCCO)CC[C@@](C)(CCC[C@H](C)CCC[C@H](C)CCCC(C)C)O2 | x | x | -18
10 | C/C=C1\[C@H]2C=C(C)C[C@]1(N)c1ccc(=O)[nH]c1C2 | x | x | 7
11 | O=C(CCCN1CCC(n2c(=S)[nH]c3ccccc32)CC1)c1ccc(F)cc1 | x | x | -25
12 | COC(=O)[C@H]1[C@H]2C[C@@H]3c4[nH]c5cc(OC)ccc5c4CCN3C[C@H]2C[C@@H](OC(=O)COc2ccc(OC)cc2)[C@@H]1OC | x | x | -8
13 | S=c1[nH]c2ccccc2s1 | x | x | 9&1
14 | NCCC(=O)[N-][C@@H](Cc1cnc[nH]1)C(=O)O.[Zn] | x | x | 10
15 | CC[C@H]1OC(=O)[C@H](C)[C@@H](O[C@H]2C[C@@](C)(OC)[C@@H](O)[C@H](C)O2)[C@H](C)[C@@H](O[C@@H]2O[C@H](C)C[C@H](N(C)C)[C@H]2O)[C@](C)(O)C[C@@H](C)[C@@H]2N[C@@H](COCCOC)O[C@@H]([C@H]2C)[C@]1(C)O | x | x | -8
16 | C#CC1(O)CC[C@H]2[C@@H]3CCC4=CCCC[C@@H]4[C@H]3CC[C@@]21C (some centres not stated) | x | x | 5
17 | CC(=O)N[C@@H](CC(=O)N[C@@H](CCC(=O)O)C(=O)O)C(=O)O | x | x | -6
18 | Cc1cc2nc3c(=O)[nH]c(=O)nc-3n(C[C@H](O)[C@H](O)[C@H](O)CO)c2cc1C | x | x | 6&-3
19 | CC(=O)O[C@H]1C[C@@H]2CC[C@@H]3[C@H](CC[C@@]4(C)[C@H]3C[C@H](N3CC[N+](C)(C)CC3)[C@@H]4OC(C)=O)[C@@]2(C)C[C@@H]1N1CC[N+](C)(C)CC1 | x | x | 12
20 | Nc1nc2ccc([N+](=O)[O-])cc2s1 | x | x | -11
21 | Cc1c(N)nc([C@H](CC(N)=O)NC[C@H](N)C(N)=O)nc1C(=O)N[C@H](C(=O)N[C@H](C)[C@@H](O)[C@H](C)C(=O)N[C@H](C(=O)NCCc1nc(-c2nc(C(=O)NCCCCN=C(N)N)cs2)cs1)[C@@H](C)O)[C@@H](O[C@@H]1O[C@@H](CO)[C@@H](O)[C@H](O)[C@@H]1O[C@H]1O[C@H](CO)[C@@H](O)[C@H](OC(N)=O)[C@@H]1O)c1cnc[nH]1 | x | x | 13&-16
22 | CC(C)C[C@@H](NC(=O)[C@@H](O)[C@H](N)Cc1ccccc1)C(=O)O | x | x | 0
23 | CN1C(=O)CC[C@H]1c1cccnc1 | x | x | 27
24 | Nc1ncnc(Nc2ccc(Cl)cc2)n1 | x | x | -19
25 | COc1ccc2c(c1)O[C@@H](c1cccc(C(F)(F)F)c1)[C@H](OC(=O)NCCc1ccc(OC)c(OC)c1)C2=O | 15% | -1% | x
26 | COc1ccc(N2CCN(CCNC(=O)CCS(=O)(=O)c3cccc4nsnc34)CC2)cc1 | u | u | x
27 | CCN(CC)S(=O)(=O)c1ccc2c(c1)c(=O)c(C(=O)NCc1ccc3c(c1)OCO3)cn2C | -2% | -36%[inhibitor] | x
28 | C[C@@H]1NC(=O)[C@H](CCCN=C(N)N)NC(=O)c2cc([N+](=O)[O-])cc(I)c2OCC[C@@H](C(N)=O)NC1=O | 18% | 2% | x
29 | CCOC(=O)c1cnc2c(C)c(Cl)ccc2c1Nc1ccc(S(=O)(=O)Nc2ncccn2)cc1 | 0% | 2% | x
30 | C1CNCCNCCCNCCNC1 | -1% | 13% | x
31 | CC(=O)OC[C@H]1O[C@H](C/C=N/O[C@@H](C)c2cn([C@H](CO)Cc3ccccc3)nn2)C=C[C@@H]1OC(C)=O | -4% | 1% | x
32 | COc1ccc2cc1Oc1cc3c(cc1OC)CC[N+](C)(C)C3Cc1ccc(cc1)Oc1c(OC)c(OC)cc3c1C(C2)[N+](C)(C)CC3 (configuration not stated) | 0% | 2% | x
33 | CS(=O)(=O)C1=NSC2=NC(=O)/C(=C\c3ccc(-c4ccccc4)o3)C(=N)N21 | -7% | 2% | x
34 | CC1CCC(O)C/C1=C\C=C1/CCCC2(C)C1CCC2C(C)/C=C/C(C)C(C)C (configuration not stated) | u | 21µM* | x
35 | N#Cc1c(NC(=S)NC(=O)c2ccccc2)sc2c1CCN(CCc1ccccc1)C2 | -3% | 19% | x
36 | COC(=O)[C@@H]1CC[C@H](C)[C@@H](c2ccc(C)cc2)N1C(=O)c1ccc(/C=N/OC[C@@H](O)COCc2ccco2)cc1 | u | u | x
37 | CCCNC(=O)OC[C@H]1O[C@H](CCO/N=C/[C@@H](NS(=O)(=O)c2ccc(C)cc2)[C@H](C)/C=C/CC(=O)OC)C=C[C@@H]1Oc1ccc(OC)cc1 | 16% | 26% | x
38 | COC(=O)/C=C/C(=O)N1CCN(c2cccc(Cl)c2)CC1 | u | u | x
39 | OCC1O[C@H](Oc2ccc(O)cc2)C(O)C(O)C1O (some centres not stated) | -7% | -2% | x
40 | CCOC(=O)O[C@]1(C(=O)COC(=O)CC)CC[C@@H]2[C@@H]3CCC4=CC(=O)C=C[C@@]4(C)[C@H]3[C@H](O)C[C@]21C | 4%[20.6 µM] | 8%[20.6 µM] | x

Grouped by structure, the entries above containing a halogen.
nr | smiles | SW480 rerep | MCF10A rereplic | DRD3 agonist
11 | O=C(CCCN1CCC(n2c(=S)[nH]c3ccccc32)CC1)c1ccc(F)cc1 | x | x | -25
24 | Nc1ncnc(Nc2ccc(Cl)cc2)n1 | x | x | -19
25 | COc1ccc2c(c1)O[C@@H](c1cccc(C(F)(F)F)c1)[C@H](OC(=O)NCCc1ccc(OC)c(OC)c1)C2=O | 15% | -1% | x
28 | C[C@@H]1NC(=O)[C@H](CCCN=C(N)N)NC(=O)c2cc([N+](=O)[O-])cc(I)c2OCC[C@@H](C(N)=O)NC1=O | 18% | 2% | x
29 | CCOC(=O)c1cnc2c(C)c(Cl)ccc2c1Nc1ccc(S(=O)(=O)Nc2ncccn2)cc1 | 0% | 2% | x
38 | COC(=O)/C=C/C(=O)N1CCN(c2cccc(Cl)c2)CC1 | u | u | x

Single entries from above.
Entry for #20 under DRD3 agonist: -11
Entry for #14 under DRD3 agonist: 10
Entry for #23 under DRD3 agonist: 27
Entry for #22 under DRD3 agonist: 0
Entry for #34 under MCF10A rereplic: 21µM*
Entry for #9 under DRD3 agonist: -18

(listing goes on)
nr | smiles | SW480 rerep | MCF10A rereplic | DRD3 agonist
41 | CNC1C(O)C(OC2C(NC(=O)C(O)CN)CC(N)C(OC3OC(CN)C(O)C(O)C3O)C2O)OCC1(C)O (configuration not stated) | 3% | -3% | x
42 | CC(O)C(O)[C@H]1CNc2nc(N)[nH]c(=O)c2N1 (some centres not stated) | 0% | 0% | x
43 | COc1ccc(C2=NC(c3ccccc3)CO2)cc1 (configuration not stated) | 6% | 3% | x
44 | C[C@]12C=CC(=O)N[C@@H]1CC[C@@H]1C2CC[C@]2(C)C(C(=O)Nc3cc(C(F)(F)F)ccc3C(F)(F)F)CC[C@@H]12 (some centres not stated) | 7% | 21% | x
45 | CC1CN(c2c(F)c(N)c3c(=O)c(C(=O)O)cn(C4CC4)c3c2F)CC(C)N1 (configuration not stated) | -8% | -2% | x
46 | C/C(CCN1CCCCc2nc(C)c(C)cc21)=N\O[C@@H](C)c1cn([C@H](CO)Cc2ccccc2)nn1 | 2% | u | x
47 | N[C@@H](Cc1ccccc1)C(=O)O | -5% | 2% | x
48 | O=C(O)CN(CC(=O)O)Cc1cc2c(-c3ccccc3C(=O)O)c3cc(CN(CC(=O)O)CC(=O)O)c(=O)cc-3oc2cc1O | -3% | -3% | x

Along the list, from the results shown:
DRD3 agonist for nos. 12 to 19 → -8, 9&1, 10, -8, 5, -6, 6&-3, 12

Next part.
nr | smiles | SW480 rerep | MCF10A rereplic | DRD3 agonist
49 | CCC(=O)[C@@]1(C)[C@H](C)C[C@@H]2[C@@H]3CCC4=CC(=O)C=C[C@@]4(C)[C@H]3[C@H](O)C[C@]21C | 0%[20.6 µM] | 5%[20.6 µM] | x
50 | C[C@@](Cc1ccccc1)(NC(=O)CN)c1ccccc1 | -1% | -10% | x
51 | NC(=O)CCC1NC(=O)C(Cc2ccccc2)NC(=O)C(Cc2ccc(O)cc2)NC(=O)CCSSCC(C(=O)N2CCCC2C(=O)NC(CCCN=C(N)N)C(=O)NCC(N)=O)NC(=O)C(CC(N)=O)NC1=O (configuration not stated) | u | 4% | x
52 | Cn1cc(/C=N\NC(=O)C2COc3ccccc3O2)c2ccccc21 (configuration not stated) | 17% | 5.8µM* | x
53 | O=C(OCC1OC(OC(=O)c2cc(O)c(O)c(OC(=O)c3cc(O)c(O)c(O)c3)c2)[C@@H](OC(=O)c2cc(O)c(O)c(OC(=O)c3cc(O)c(O)c(O)c3)c2)C(OC(=O)c2cc(O)c(O)c(OC(=O)c3cc(O)c(O)c(O)c3)c2)C1OC(=O)c1cc(O)c(O)c(OC(=O)c2cc(O)c(O)c(O)c2)c1)c1cc(O)c(O)c(OC(=O)c2cc(O)c(O)c(O)c2)c1 (some centres not stated) | -15% | -11% | x
54 | CCCOc1cc(C)c(S(=O)(=O)N2CCOCC2)cc1C | -1% | 5% | x
55 | O=C(NC[C@@H](O)CO)c1c(I)c(C(=O)NC[C@@H](O)CO)c(I)c(N(CCO)C(=O)CO)c1I | -5%[20.6 µM] | -2%[20.6 µM] | x
56 | CC(C)(C)NC[C@H](O)CSc1nc(-c2ccc(C(N)=O)s2)cs1 | -3% | 0% | x
57 | CC(C)c1cccc(C(C)C)c1NC(=O)c1ccc(OCC(=O)NCc2ccccc2)cc1 | 1% | 2% | x
58 | CC1CCC(C(C)C)C(O)C1 (configuration not stated) | -5% | -5% | x
59 | COc1ccc(-c2cc(=O)oc3cc(OCC(=O)c4cccc([N+](=O)[O-])c4)ccc23)cc1 | -4% | -3% | x
60 | C/C(CCN1CCCCc2nc(C)c(C)cc21)=N\O[C@H](C)c1cn([C@H](CO)Cc2ccccc2)nn1 | 0% | 7% | x
61 | CN[C@H]1[C@H](O)[C@@H](O[C@@H]2[C@H](O)[C@@H](O[C@H]3OC(CN)=CC[C@H]3N)[C@@H](N)C[C@H]2N)OC[C@@]1(C)O | 4%[20.6 µM] | 3%[20.6 µM] | x
62 | CCCC(=O)O[C@]1(C(=O)CO)CCC2[C@@H]3CCC4=CC(=O)CC[C@]4(C)C3C(O)C[C@]21C (some centres not stated) | 2% | 7% | x
63 | CCOC(=O)c1ccc(N2NC(=O)/C(=C/c3ccc(OC(=O)c4ccco4)c(OC)c3)C2=O)cc1 | -2% | 5% | x
64 | Cc1cc(C)nc(SCC(=O)Nc2ncccn2)n1 | u | u | x

Screens (PubChem BioAssay)
